# Screening results as filed in PubChem.
# ROMK mod = ROMK potassium channel modulators, primary screen, cell-based, thallium flux, MLSMR library; B-score at 10 µM; Tet-inducible ROMK, thallium flux fluorescence; actives lie on both sides; AID 1918, 2009; actives 2% (n = 130,000);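 active = signal ratio slope over the read window, or its plate-corrected B-score, at least 3 SD from the plate mean, either direction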;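 also: B-score of the F/F0 ratio slope over 7 to 12 s after thallium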
# Target sequence (P48048 whole entry, looked up): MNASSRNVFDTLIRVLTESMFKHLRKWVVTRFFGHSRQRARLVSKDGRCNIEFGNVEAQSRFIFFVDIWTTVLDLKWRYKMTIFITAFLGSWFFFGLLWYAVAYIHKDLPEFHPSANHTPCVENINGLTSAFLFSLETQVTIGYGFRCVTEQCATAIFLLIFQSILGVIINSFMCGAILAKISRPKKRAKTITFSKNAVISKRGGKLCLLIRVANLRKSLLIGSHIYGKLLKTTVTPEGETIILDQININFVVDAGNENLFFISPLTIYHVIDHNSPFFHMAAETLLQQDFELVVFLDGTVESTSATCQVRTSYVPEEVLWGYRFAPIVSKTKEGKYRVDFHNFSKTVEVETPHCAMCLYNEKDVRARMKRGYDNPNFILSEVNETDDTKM
# FLuc inh counter = firefly luciferase enzyme inhibitors, primary screen, artefact control for luciferase-based inhibitor screens, biochemical, luminescence, ATPLite; Luciferin 4-monooxygenase (Photinus pyralis), P08659; 10 min; inhibition, % at 10 µM; actives 1.5% (n = 200,000); AID 1006, 2008;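 active = inhibition above about 50% when tested at 10 µM, limit read from the data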
# Target sequence (P08659 whole entry, looked up): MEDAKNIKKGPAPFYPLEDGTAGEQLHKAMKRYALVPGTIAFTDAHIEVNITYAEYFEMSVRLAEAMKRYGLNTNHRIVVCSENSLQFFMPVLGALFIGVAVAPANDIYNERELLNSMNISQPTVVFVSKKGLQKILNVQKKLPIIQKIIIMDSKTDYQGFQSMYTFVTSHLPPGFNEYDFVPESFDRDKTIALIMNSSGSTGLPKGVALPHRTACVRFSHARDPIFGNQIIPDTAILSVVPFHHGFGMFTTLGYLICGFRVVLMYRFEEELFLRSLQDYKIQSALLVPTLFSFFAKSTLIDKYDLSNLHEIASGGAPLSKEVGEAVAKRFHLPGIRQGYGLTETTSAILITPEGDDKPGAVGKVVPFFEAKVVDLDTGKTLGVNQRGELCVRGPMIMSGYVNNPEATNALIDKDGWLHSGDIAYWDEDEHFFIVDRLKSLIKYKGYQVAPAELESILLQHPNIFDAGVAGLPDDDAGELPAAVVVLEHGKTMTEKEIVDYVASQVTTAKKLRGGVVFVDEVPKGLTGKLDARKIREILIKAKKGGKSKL
# APP 5'UTR act = activators of APP 5'UTR luciferase reporter, primary screen, SH-SY5Y cells; actives 1% (n = 190,000); SH-SY5Y APP 5'UTR luciferase reporter, luminescence; zero percent = DMSO vehicle wells; activation, % at 2 µM;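 active = activation above a set limit, based on mean plus 3 SD of controls, cut at about 140% in these data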; also: values of inactives mirror those of a sister screen read the other way
# APP 5UTR inh = inhibitors of APP translation via 5'UTR reporter, primary screen, APP 5'UTR luciferase, SH-SY5Y cells | SH-SY5Y APP 5'UTR-luciferase reporter, luminescence | inhibition, % at 2 µM | actives 0.82% (n = 190,000) | AID 1285, 2008;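 active = inhibition above a set limit, derived from the sample mean plus 3 SD, cut at about 45% in these data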; also: values of inactives mirror those of a sister screen read the other way
# STAT1 act = STAT1 signaling activators, primary screen, cell-based, HTS, luciferase reporter | NIH 3T3 STAT1-luciferase reporter, IFN-gamma, luminescence; 100% = IFN-gamma alone, no compound | activation (% of control), % at 5.5 µM | actives 2.6% (n = 200,000);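 active = activation above the screen-wide mean activation plus 3 SD, cut at about 130% in these data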;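 also: raw ratio to IFN-gamma control signal so 100% means no change and 0% no light; values of inactives mirror those of a sister screen read the other way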
# NF-kB neuron act = activators of NF-kB expression in neurons, primary screen, cell-based, HTS; AID 1239, 2008; fold change at 12.5 µM; actives 1.6% (n = 190,000); human neuronal cells, NF-kB reporter expression; active compounds read high; in the data active = fold change above about 3.3
# STAT3 inh = IL-6 driven STAT3 reporter inhibitors, primary screen, U3A cells, luciferase, luminescence, MLSCN library | actives 0.89% (n = 190,000) | inhibition, % at 5.5 µM | IL-6 STAT3-luciferase reporter; host cell line lacks STAT1;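 active = inhibition above the mean inhibition across all screened compounds plus 3 SD, cut at about 44% in these data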;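 also: 0% = DMSO only wells and 100% = 100 µM nifuroxazide control wells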
# FLuc act counter = FLuc activators, initial screening, artefact control for FLuc-dependent activation tests, biochemical, ATPlite luminescence | Luciferin 4-monooxygenase (Photinus pyralis), P08659 | ATPlite luciferase biochemical, 10 min; 0 = ATP-free wells, 1 = DMSO control | activation factor at 10 µM | 200,000 tested, under 10 active;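 active = luciferase activation factor, scaled between plate controls, of at least 2 with compound at 10 µM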
#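 System: Luciferase/luciferin detection reagent, cell-free biochemical luciferase assay | Medium: PBS buffer for ATP | Dosing: Test compounds dosed from 2 mM stocks in 100% DMSO | Timing: 10 min at ambient temperature | Signal: Luminescence measurement of luciferase light output | Evaluation: Luciferase activation, seen as luminescence increase over controls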
# STAT3 act = IL-6 driven STAT3 reporter potentiators, primary screen, U3A cells, luciferase, luminescence, MLSCN library; IL-6 STAT3-luciferase reporter; 100% = signal with IL-6 EC80 alone; activation (% of control), % at 5.6 µM; actives 0.91% (n = 190,000); AID 871, 2007;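 active = activation above the screen-wide mean of compound activation plus 3 SD, cut at about 130% in these data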;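 also: 0% = background luminescence of wells with medium and substrate only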
#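 Material: STAT3-luciferase reporter U3A cells; Probe or stimulus: IL-6 (33 ng/mL); Incubation: compound pre-incubation 1 h before IL-6, then 6 h stimulation at 37 °C; Technique: luminescence from STAT3-driven luciferase reporter; Evaluation: % activation versus median of IL-6-stimulated wells; Controls: IL-6-only high control.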
# STAT1 inh = STAT1 signaling inhibitors, primary screen, cell-based, HTS, luciferase reporter | inhibition, % at 5.5 µM | actives 0.35% (n = 200,000) | NIH 3T3 STAT1-luciferase reporter, IFN-gamma, luminescence;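 active = inhibition above a set limit, the mean inhibition across all tested compounds plus 3 SD, cut at about 34% in these data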;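 also: 0% = IFN-gamma with DMSO and 100% = IFN-gamma with 300 µM nifuroxazide; values of inactives mirror those of a sister screen read the other way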
# Starred values were filed as active, the others as inactive; . = no result given.
SMILES	APP 5UTR inh	NF-kB neuron act	FLuc act counter	STAT1 inh	ROMK mod	STAT3 act	STAT1 act	APP 5'UTR act	FLuc inh counter	STAT3 inh
Cc1ccc(C(=O)NC(C)(COc2nonc2C)COc2nonc2C)cc1	1	0.82	1	11	-0.015	97	99	-1	4	7
Cc1ccc(Nc2nc(N)nc(CN3CCCCCC3)n2)c(C)c1	-4	0.97	1.1	3	.	90	97	4	-8	16
CCCCNC(=O)COC(=O)c1cc(Br)ccc1Cl	-11	1	1	-5	.	99	104	11	3	-1
COc1ccc(N2C(=O)CC(NCc3ccncc3)C2=O)cc1 (configuration not stated)	-7	1.2	1	0	.	96	100	7	-4	8
O=C(CNC(=O)c1ccc(S(=O)(=O)N2CCCC2)cc1)N/N=C/c1ccccc1Cl	7	0.74	1.1	15	-0.64	88	86	-7	-5	17
CCN(C(=O)Cn1c(=O)oc2ccccc21)C1CCS(=O)(=O)C1 (configuration not stated)	14	1.1	1.1	2	0.088	99	98	-14	-6	7
O=C(O)C1C2C=CC(O2)C1C(=O)Nc1ccccc1C(F)(F)F (configuration not stated)	5	1.7	1	1	0.32	103	99	-5	-3	-3
CCOc1ccccc1OCCOc1cccc(C(F)(F)F)c1	-12	1.2	1	0	.	98	100	12	-3	8
O=S(=O)(/C=C/c1ccccc1)N1CCN(c2cccc(Cl)c2)CC1	3	0.92	1	5	.	100	95	-3	-4	2
Cc1ccc(CNC(=O)c2sccc2-n2cccc2)cc1	-3	1.1	1.1	-3	.	98	103	3	-5	8
Cc1cc(N2C(=O)C(O)=C(C(=O)c3ccco3)C2c2cccnc2)no1 (configuration not stated)	-15	1.5	1.1	10	.	95	91	15	-5	9
CCCC1C(=O)N(c2ccccc2)C1c1ccccc1 (configuration not stated)	15	0.86	1	-8	0.78	105	107	-15	-3	-1
CC(=O)N/C(=C\c1ccccc1)C(=O)N1CCOCC1	-3	1.2	1.1	0	0.24	103	99	3	-7	0
Fc1ccc(-c2n[nH]c(=S)n2-c2ccc3c(c2)OCCO3)cc1	-21	1.2	0.9	-1	0.65	94	99	21	11	9
CCc1ccc(NS(=O)(=O)c2ccc3[nH]cc(C(=O)N(C)Cc4ccco4)c(=O)c3c2)cc1	-6	0.87	1	7	.	102	94	6	0	2
CCOc1ccc(CCNC(=O)C2CCCN(c3nn4c(=O)cc(C)nc4s3)C2)cc1 (configuration not stated)	-16	0.98	1.1	9	-0.2	97	93	16	-6	7
O=C(NC(=S)Nc1cccc(Cl)c1N1CCOCC1)c1cccs1	-4	0.86	1.1	-2	-0.42	106	101	5	-6	1
COc1ccc(-c2nnc(SCC(=O)c3ccc[nH]3)o2)cc1	-94	4.7*	0.8	-6	0.0094	79	106	94	24	26
COCCNC(=O)Cn1c(=O)n(Cc2ccco2)c(=O)c2ccccc21	4	1.1	1	5	.	102	95	-4	-3	-1
CCOC(=O)c1ccc(N=c2sc(C(=O)OC)cc(=O)n2C2CC2)cc1	4	1.1	.	5	-0.068	105	96	-4	.	-2
Nc1nc(-c2cc(Cl)cc(Cl)c2OC(F)F)cs1	-12	1.2	1.1	-2	-0.14	106	100	12	-9	4
Cc1ccc(C(=O)Nc2ccc3c(c2)OCO3)cc1NC(=O)c1ccco1	-44	2	0.9	-12	-0.27	112	111	44	8	-8
Cc1ccc(/C=N/NC(=O)CSc2nnc(-c3ccc(Cl)cc3)n2-c2ccc(Cl)cc2)o1	1	1.5	1	-2	.	108	102	-1	-3	-11
CCC(C(=O)NC1CCCCC1)N(Cc1cccs1)C(=O)c1snc(C(N)=O)c1N (configuration not stated)	-3	0.57	1	5	.	101	96	3	-3	-1
CC(C)=CCN1CCN(Cc2cnc(N3CCCC3)s2)CC1CCO (configuration not stated)	-8	1.2	1.1	2	0.13	111	96	8	-8	-8
O=C(CSc1nnnn1-c1cccc2ccccc12)N1CCOCC1	-6	0.98	1.1	-3	-0.62	99	103	5	-8	5
CC(C)NC(=O)COC(=O)c1ccccc1C(=O)c1ccccc1	-5	1.2	1	3	0.42	105	99	5	0	0
CC1CCCCN1Cc1c(C#N)c2ccccc2n1C (configuration not stated)	10	1.2	1	6	-1.2	97	93	-10	-5	4
O=C(OC1C2CCC1C1CN(CCc3ccccc3)CC12)c1ccccc1 (configuration not stated)	-8	0.91	1.1	-1	-3.1	106	100	8	-7	-2
COc1ccc(C2C(C(=O)c3ccccc3)N3c4ccccc4C=CC3C2[N+](=O)[O-])cc1 (configuration not stated)	-10	1.5	1	0	-3.7*	133*	99	10	3	-38

SMILES	APP 5UTR inh	NF-kB neuron act	FLuc act counter	STAT1 inh	ROMK mod	STAT3 act	STAT1 act	APP 5'UTR act	FLuc inh counter	STAT3 inh
COc1cccc2sc(NNC(=O)C3=COCCO3)nc12	-20	0.81	1	-17	-0.2	98	113	20	-4	8
C1=C(CCNc2ncnc3nc[nH]c23)CCCC1	-40	1.6	1	-6	.	80	106	40	1	24
Cn1c(Cl)c(/C=N/OC(=O)c2cccc(Cl)c2)c2ccccc21	8	1.3	1	1	-0.86	94	99	-8	2	8
O=C(Nc1cccc(Cl)c1)N1CCC(CO)(CCOc2ccccc2)CC1	-3	1.4	1	4	0.68	104	95	3	-2	0
COc1ccccc1NC(=S)N1CCN(C(=O)c2ccco2)CC1	-6	1.2	1.1	-3	-0.067	99	103	6	-6	8
CNC(=S)Nc1ccccc1-c1ccccc1	-18	0.97	1	-7	0.13	108	106	18	-5	-5
CN(C)[C@H]1N(C(=O)c2ccc(Br)cc2)N=C2c3ccccc3S(=O)(=O)N21	-7	0.96	1	-10	-0.28	99	109	7	-3	8
Cc1sc(NC(=O)Cc2ccc3c(c2)OCO3)nc1-c1ccc2c(c1)CCN2C(=O)c1ccccc1F	1	0.8	1.1	-5	-0.39	88	104	-1	-5	12
COc1ccc(S(=O)CC(=O)Nc2ccccc2Cl)cc1 (configuration not stated)	6	1.2	1	-3	-0.09	97	102	-6	-4	8
O=C(C1CC(=O)N(C2CCCC2)C1)N1CCN(c2ccccc2F)CC1 (configuration not stated)	-14	1.2	1.1	6	.	104	95	14	-8	4
COC(=O)c1cc(OC)c(OC)cc1NC(=O)c1oc2ccccc2c1C	-11	.	.	-6	.	105	106	11	.	-5
COc1cccc(/C=N/NC(=O)c2ccc(=O)n(C)c2)c1OC	-26	1.1	1	2	.	92	98	26	-1	5
CC(=O)c1cccc(NC(=O)C(C)OC(=O)CNC(=O)c2ccc(C)s2)c1 (configuration not stated)	10	1.1	0.9	-3	0.11	106	102	-10	5	-5
Cc1c(Cc2ccccc2)c(=O)oc2cc(O)cc(O)c12	32	0.8	1	-2	.	99	100	-32	-5	8
CS(=O)(=O)N(CC(=O)N/N=C/c1cc([N+](=O)[O-])ccc1Cl)c1ccccc1	10	1	1.1	7	-0.56	102	94	-10	-6	-2
C/C(=N\Nc1ccccc1)c1c(O)cc(C)oc1=O	-12	1.5	1.1	5	-0.44	94	95	12	-7	16
CCOC(=O)c1cnc2c(C(=O)OC)cccc2c1NCc1ccco1	1	1.1	1.1	2	0.54	100	103	-1	-6	3
O=C(Sc1nnc(-c2ccccc2)o1)N1c2ccccc2Sc2ccccc21	-14	0.88	1	6	.	104	94	14	-3	-3
O=S(=O)(NCc1ccc2c(c1)OCO2)c1ccc2oc3ccccc3c2c1	-6	.	.	5	.	97	95	6	.	7
C#CCOCCOCCOCCNc1nc(N2CCOCC2)nc(N2CCN(C(=O)[C@H]([C@@H](C)CC)n3cc([C@@H](N)CC(C)C)nn3)CC2)n1	26	0.86	1.1	-1	.	.	102	-26	-10	.
Cc1cc(C(=O)COC(=O)CC2Sc3ccccc3NC2=O)c(C)n1-c1ccc2c(c1)OCO2 (configuration not stated)	-18	0.73	1	-7	.	117	107	18	2	-20
CC(CN1CCOCC1)OC(=O)CCc1ccccc1 (configuration not stated)	0	1.1	1	5	-0.11	104	93	0	-3	2
Cc1ccc2nc(SC(C)C(=O)Nc3cccc([N+](=O)[O-])c3)[nH]c2c1 (configuration not stated)	5	1.7	1	10	.	106	91	-5	-1	-9
Cc1cccc(C)c1NC(=O)CN(C)CC(=O)Nc1ccccc1Oc1ccccc1	-7	1.1	1	7	0.48	100	93	7	-2	2
COc1cc(NC(=O)C2CCCN2S(=O)(=O)c2ccc3c(c2)CCC(=O)N3)cc(OC)c1 (configuration not stated)	-18	0.96	1	-1	.	105	101	18	-4	2
CC(C)=C1C2CCC1C1C(=O)N(c3nc(-c4ccc(C(C)C)cc4)c(C)s3)C(=O)C21 (configuration not stated)	-12	0.68	1	7	.	107	94	12	-4	-1
Cc1ccc(C)c(NC(=S)NNC(=S)Nc2ccc(C(C)C)cc2)c1	-1	.	1	8	0.11	99	93	1	0	7
NC(N)=N/N=C/c1ccc(Cl)c([N+](=O)[O-])c1	14	1	1	7	0.34	95	94	-14	-3	14
CCOc1ccc(C(=O)NC(C(=O)NCc2ccccn2)C(C)C)cc1 (configuration not stated)	-11	1.2	1	-1	-0.053	104	101	11	0	-5
CCOC(=O)Nc1ccc2c(c1)N(C(=O)CN(CC)CC)c1ccccc1C=C2	6	0.93	1.1	4	.	99	96	-6	-7	5

SMILES	APP 5UTR inh	NF-kB neuron act	FLuc act counter	STAT1 inh	ROMK mod	STAT3 act	STAT1 act	APP 5'UTR act	FLuc inh counter	STAT3 inh
COc1ccc(OC)c(NC(=O)c2ccc(Cl)cc2)c1	-1	1.1	1	3	0.54	98	97	1	3	9
Cc1cnc2cc([N+](=O)[O-])ccc2n1	-13	1.2	1	-2	.	108	102	13	-5	-7
COC(=O)c1cccc([N+](=O)[O-])c1CS(=O)(=O)c1ccc(C)cc1	-1	1.1	1.1	-1	0.39	88	99	1	-7	19
CC(=O)N1CCC2(CC1)C(C#N)=C(N)Oc1n[nH]c(C)c12	0	0.94	1	-9	0.0065	103	106	0	-3	1
CCOC(=O)CN(C(=O)c1ccccc1)c1ccccc1C	11	0.97	1.1	-8	0.0021	106	107	-11	-7	-3
Cc1c(Cc2ccccc2)c(=O)oc2cc(OCC(=O)c3ccccc3)ccc12	-10	1	1.1	0	.	118	100	10	-5	-17

# Entries of single compounds, looked up by structure. Screens in order: APP 5UTR inh | NF-kB neuron act | FLuc act counter | STAT1 inh | ROMK mod | STAT3 act | STAT1 act | APP 5'UTR act | FLuc inh counter | STAT3 inh
# Cc1ccc(C)c(NC(=S)NNC(=S)Nc2ccc(C(C)C)cc2)c1 reads -1 | . | 1 | 8 | 0.11 | 99 | 93 | 1 | 0 | 7
# O=S(=O)(/C=C/c1ccccc1)N1CCN(c2cccc(Cl)c2)CC1 reads 3 | 0.92 | 1 | 5 | . | 100 | 95 | -3 | -4 | 2
